All columns: NCI-60 one-dose screen, growth in % after 48 h at 10 µM unless noted; 100 = growth as untreated, 0 = no growth, -100 = all killed.
SK-MEL-28 = SK-MEL-28 melanoma. actives 4.1% (n = 81,000)
MDA-MB-435 = MDA-MB-435 melanoma; actives 7.8% (n = 82,000)
A549/ATCC = A549/ATCC NSCLC; actives 3.7% (n = 81,000)
UACC-257 = UACC-257 melanoma; actives 4.4% (n = 78,000)
UACC-62 = UACC-62 melanoma | actives 5.4% (n = 81,000) | AID 1794756
SK-MEL-5 = SK-MEL-5 melanoma; actives 6.4% (n = 80,000); AID 1794755
M14 = M14 melanoma; actives 6.2% (n = 80,000)
SK-MEL-2 = SK-MEL-2 melanoma | AID 1794763 | actives 4.7% (n = 77,000)
* = called active by the depositor; nt = no result given; & = joins results of further samples. How the source made its calls: active means growth percent below 10; inactive means the rest.

item | canonical_smiles | SK-MEL-28 | MDA-MB-435 | A549/ATCC | UACC-257 | UACC-62 | SK-MEL-5 | M14 | SK-MEL-2
1 | COc1cc(-c2nnc(SC/C(=N\O)c3ccccc3)o2)cc(OC)c1OC | 94.4 | 99.1 | 73.9 | 103.0 | 74.9 | 90.8 | 97.8 | 104.6
2 | CC(=O)C1=NN(c2ccc(Cl)cc2)C(=O)CN1C | 101.6 | 103.3 | 96.2 | 100.8 | 97.7 | 102.4 | 101.3 | 101.6
3 | O=C(NCn1c(=O)[nH]c2ccccc2c1=O)OC1CCCCC1 | 96.7 | 99.7 | 105.1 | 99.0 | 78.8 | 96.9 | 93.5 | 96.1
4 | CC(C)CCn1cnc2c(=S)nc(N)[nH]c21 | 104.2 | 104.5 | 98.7 | 97.3 | 95.5 | 101.5 | 100.0 | 99.7
5 | Nc1onc(-c2ccc(F)cc2)c1[N+](=O)[O-] | 95.8 | 97.3 | 104.5 | nt | 73.1 | 96.6 | 97.1 | nt
6 | O=C(Nc1cccc(Cl)c1)OCCCCl | 106.7 | 98.5 | 70.2 | 67.5 | 93.5 | 97.2 | 97.9 | 99.6
7 | S=C(N/N=C/c1ccccc1SSc1ccccc1/C=N/NC(=S)Nc1ccccc1)Nc1ccccc1 | 56.8 | 42.6 | 36.2 | 97.8 | nt | 34.5 | 10.3 | 39.9
8 | C[C@]1(O)C(=O)[C@@]2(C)C[C@H](O)[C@@]3(F)[C@@H](CCC4=CC(=O)C=C[C@@]43C)[C@@H]2C[C@H]1O | 103.6 | 101.6 | 87.1 | 99.5 | 97.7 | 96.5 | 100.0 | 118.1
9 | O=C(CCCCCCC(=O)ON1C(=O)CCC1=O)ON1C(=O)CCC1=O | 107.5 | 91.7 | 124.6 | 116.3 | 83.2 | 111.4 | 103.0 | 139.6
10 | CN(C)c1ccc(/C=c2\s/c(=C\C(=O)C(C)(C)C)[nH]c2=O)cc1 | 103.9 | 89.3 | 79.7 | 96.1 | 95.3 | 101.4 | 100.6 | 102.0

Next part
item | canonical_smiles | SK-MEL-28 | MDA-MB-435 | A549/ATCC | UACC-257 | UACC-62 | SK-MEL-5 | M14 | SK-MEL-2
11 | Cc1cc(O)c(C2=NN(c3ccc(S(N)(=O)=O)cc3)C(c3ccccc3Cl)C2)cc1Cl (stereo not given) | 63.2 | 8.2* | 13.0 | 65.2 | 45.1 | 36.5 | -11.9* | 25.2
12 | CC(C)=CCC/C(C)=C/CSc1nnc(-c2c(C)nc3ccc(C)cn23)o1 | 106.5 | 106.3 | 93.8 | 90.0 | 90.2 | 100.9 | 99.0 | 113.2
13 | O=C1CSC(c2ccc(Cl)cc2Cl)N1n1cnnc1 (stereo not given) | 113.1 | 100.0 | 99.3 | 100.4 | 98.3 | 106.0 | 98.0 | 104.4
14 | COc1ccc(Cn2cc3c(c2-c2cc(OC)c(OC)c(OC)c2)CCc2cnoc2-3)cc1OC | 88.9 | 13.4 | 85.2 | 100.4 | 68.4 | 79.0 | 51.2 | 99.5
15 | O=C1/C(=C/c2cc(O)ccc2O)Oc2cc(O)ccc21 | 116.1 | 99.1 | 106.9 | 107.6 | 104.1 | 97.5 | 101.4 | 115.5
16 | COC(=O)C(=Cc1ccccc1[N+](=O)[O-])C(=O)OC | 36.4 | 15.5 | 44.2 | 57.1 | 19.6 | 49.1 | 32.0 | 73.5
17 | CC(=O)N1N=C(CCC(=O)c2nc3ccc([N+](=O)[O-])cc3[nH]2)OC1c1ccc(Br)cc1 (stereo not given) | 109.5 | 105.0 | 105.9 | 112.0 | 82.2 | 103.4 | 96.7 | 89.5
18 | COc1ccc(C(=O)/C=C/c2ccccc2)cc1S(=O)(=O)Nc1c(N)nc(SC)[nH]c1=O | 105.1 | 92.3 | 71.7 | 74.7 | 78.5 | 93.9 | 87.0 | 83.7
19 | C/C(=C\CCc1ccoc1)CC/C=C(\C)CCCC1COC(=O)C1 (stereo not given) | 96.9 | 88.8 | 97.0 | 100.7 | 80.0 | 98.6 | 104.0 | 100.2
20 | N/C(=N/S(=O)(=O)c1ccc(N)cc1)c1ccccc1 | 108.4 | 102.1 | 90.5 | 86.5 | 93.5 | 99.8 | 102.3 | 96.4

(further entries)
item | canonical_smiles | SK-MEL-28 | MDA-MB-435 | A549/ATCC | UACC-257 | UACC-62 | SK-MEL-5 | M14 | SK-MEL-2
21 | COC(=N)CCCCC(=N)OC | 110.2 | 105.5 | 113.9 | 101.0 | 96.6 | 99.5 | 100.6 | nt
22 | CCSC1=NCCS1 | 97.2 | 103.0 | 111.3 | 114.6 | 108.6 | 110.2 | 106.9 | 104.4
23 | O=c1oc2c(Br)cc(Br)cc2cc1-c1cs/c(=N/N=C\c2ccc(Cl)cc2)n1/N=C/c1ccc(Cl)cc1 | 112.6 | 110.4 | 85.1 | 92.8 | 99.1 | 101.7 | nt | 108.6
24 | COc1ccc(/C=C/C(=O)c2cc(S(=O)(=O)NNC(=O)c3ccncc3)c(OC)cc2OC)cc1 | 111.3 | 98.6 | 108.0 | 108.6 | 93.0 | 97.9 | 101.7 | 117.9
25 | CCOC(=O)/C(C#N)=C1/C=CCCC1 | 104.3 | 113.9 | 96.1 | 102.1 | 97.3 | 105.8 | 112.2 | 113.6
26 | CCN(CC)c1ccc(C(=N)c2ccc(N(CC)CC)cc2)cc1 | -39.9* | -35.2* | 6.1* | -39.6* | -64.6* | -100.0* | -93.1* | -66.6*
27 | CN1CCC(=C2c3ccccc3Sc3ccccc32)CC1 | 98.5 | 76.1 | 99.4 | 82.8 | 100.9 | 90.0 | 88.9 | 96.8
28 | CCc1nnc(NC(=O)c2cc(-c3cccc(C(F)(F)F)c3)oc2C)s1 | 103.8 | 100.3 | 94.2 | 98.1 | 94.8 | 100.3 | 96.5 | 108.5
29 | COC(=O)C1ON=C(c2no[n+]([O-])c2C)C1C(=O)OC (stereo not given) | 97.1 | 102.5 | 106.1 | 104.8 | 90.5 | 100.4 | 105.7 | 114.0
30 | Cc1cc(NC(=O)OC(C)C)ccc1-c1ccc(NC(=O)OC(C)C)cc1C | 107.4 | 105.4 | 98.2 | 61.4 | 71.7 | 98.2 | 99.1 | 122.2

2 compounds from above, limited to SK-MEL-28.
No.	compound	SK-MEL-28
26	CCN(CC)c1ccc(C(=N)c2ccc(N(CC)CC)cc2)cc1	-39.9*
22	CCSC1=NCCS1	97.2

(continued)
item | canonical_smiles | SK-MEL-28 | MDA-MB-435 | A549/ATCC | UACC-257 | UACC-62 | SK-MEL-5 | M14 | SK-MEL-2
31 | CC[C@]12C=CCN3CC[C@@]4(c5ccc(OC)cc5N(C)[C@H]4[C@@](O)(C(=O)OC)[C@@H]1OC(=O)CCCC[P+](c1ccc(F)cc1)(c1ccc(F)cc1)c1ccc(F)cc1)[C@@H]32 | -54.9* | -16.0* | 37.5 | -50.7* | -69.6* | -59.7* | 19.7 | -54.0*
32 | Nc1nc2ccc(-c3nc4ccc5[nH]ncc5c4c4c3CCC4)cc2s1 | 44.5 | -35.5* | 32.2 | 36.9 | -46.2* | 1.2* | 29.1 | 21.5
33 | N#Cc1nc(-c2ccccc2)oc1N1CC[C@H](CO)C1 | 100.4 | 103.0 | 98.1 | 101.9 | 91.8 | 96.8 | 101.1 | 99.7
34 | C=C1C(=O)O[C@H]2[C@H]1CC/C(COC(=O)c1cccnc1N)=C\CC[C@@]1(C)O[C@@H]21 | 19.6 | -4.2* | 28.4 | 57.8 | 33.0 | 15.3 | 10.2 | 39.1
35 | CC1CC(c2c(O)cc(O)c3c(=O)c(O)c(-c4ccc(O)cc4)oc23)NC1=O (stereo not given) | 107.7 | 111.9 | 75.7 | 80.0 | 92.8 | 106.2 | 99.9 | 91.4
36 | O=C(Nc1ccc(CN2CCc3nc4cc(O)c(O)cc4cc32)cc1)Nc1ccc(Cl)c(Cl)c1 | 97.3 | 99.9 | nt | 102.3 | 95.9 | 88.2 | 101.9 | 115.8
37 | COC(=O)c1ccccc1SSc1ccccc1C(=O)OC | 126.4 | 103.9 | 99.8 | 100.1 | 92.7 | 109.2 | 100.9 | nt
38 | NCCNCc1ccncc1 | 112.1 | 113.2 | 103.7 | 111.2 | 109.4 | 113.2 | 93.4 | 125.5
39 | O=C(CC(O)(C(F)(F)F)C(F)(F)Cl)CC(O)(C(F)(F)F)C(F)(F)Cl (stereo not given) | 96.9 | 94.5 | 86.4 | 83.5 | 82.8 | 85.2 | 99.5 | 91.9
40 | CCOc1ccccc1/C=C1\CCc2ccccc2C1=O | 105.9 | 79.4 | 85.8 | 99.6 | 90.2 | 84.2 | 86.9 | 100.2

Further compounds follow:
item | canonical_smiles | SK-MEL-28 | MDA-MB-435 | A549/ATCC | UACC-257 | UACC-62 | SK-MEL-5 | M14 | SK-MEL-2
41 | CCC(C)CC(C)C(=O)c1c(O)ccn(OC)c1=O (stereo not given) | 77.6 | 73.6 | 90.8 | 97.7 | 92.3 | 84.0 | 71.1 | 102.1
42 | CN1CCN(CC(=O)Nc2ccc(-c3nc4ccccc4s3)cc2)CC1 | 33.8 | 25.4 | 88.6 | 105.4 | -35.8* | 73.7 | 67.6 | nt
43 | CCOC(=O)C[C@@H]1C(=O)N2CC[C@@]3(C(=O)Nc4ccc(Br)cc43)[C@@H]2C[C@H]1C(=O)OCC | 106.9 | 100.0 | 106.5 | 101.2 | 96.5 | 98.1 | 95.8 | 110.5
44 | C=CC1(O)CCCCC1 | 110.2 | 105.4 | 103.0 | 112.5 | 100.8 | 97.7 | 115.8 | 98.6
45 | CCOC(=O)C1OC2(CCCC2)OC1C(=O)OCC (stereo not given) | 122.3 | 111.9 | 101.8 | 97.7 | 96.7 | 100.7 | 105.4 | 94.9
46 | CCOC(=O)c1cc(-c2ccc(OC)cc2)nc2ccccc12 | 105.2 | 93.8 | 97.2 | nt | 75.3 | 91.7 | 105.0 | 97.0
47 | CC(=O)Nc1ccc(N)cc1N | 118.8 | 107.3 | 110.1 | 109.8 | 100.7 | 111.7 | 111.0 | 109.0
48 | O=C(/C=C/Nc1ccc2oc(=O)ccc2c1)c1cc2cc(Br)ccc2oc1=O | 112.0 | 102.9 | 100.8 | 91.2 | 97.5 | 103.1 | 99.4 | 106.6
49 | O=C(O)c1ccc(C(=O)O)c(O)c1O | 112.9 | 104.5 | 109.7 | 111.0 | 108.6 | 106.1 | 106.0 | 117.8
50 | CCOC(=O)C(Cl)C(c1ccccc1)c1ccccc1 (stereo not given) | 102.1 | 76.7 | 95.4 | 89.4 | 75.3 | 92.4 | 92.0 | 92.9

Later entries:
item | canonical_smiles | SK-MEL-28 | MDA-MB-435 | A549/ATCC | UACC-257 | UACC-62 | SK-MEL-5 | M14 | SK-MEL-2
51 | CNC(=S)N/N=C(/C)CCc1c(C)nn(C(=S)NC)c1C | 106.8 | 94.4 | 94.8 | 94.6 | 100.1 | 106.6 | 92.4 | 104.2
52 | NC(=S)n1nc(N)c(N=Nc2ccc(S(=O)(=O)N=C(N)N)cc2)c1N | 105.7 | 104.0 | 102.6 | 101.6 | 94.6 | 99.2 | 104.8 | 106.7
53 | O=c1c2ccccc2nc(CN2CCCCC2)n1/N=C/c1ccccc1 | 108.2 | 102.7 | 105.7 | 106.9 | 96.6 | 99.4 | 103.3 | 104.9
54 | COc1cc(OC)c2ccc(=O)oc2c1 | 115.2 | 106.6 | 97.0 | 98.1 | 95.5 | 106.5 | 114.5 | 103.6
55 | O=C1CCC/C=C\C[C@H]2C=CC(=O)/C2=C/C[C@H](C/C=C\CC(F)(F)F)O1 | -28.6* | -22.8* | 1.7* | nt | -12.1* | -90.7* | -15.2* | -20.9*
56 | CCCC(O)c1ccc(C)cc1 (stereo not given) | 106.8 | 110.5 | 97.1 | 99.6 | 106.8 | 101.6 | 102.2 | nt
57 | COC(=O)C1(CC(=O)c2ccc(N3CCN(c4ccc(C(=O)CC5(C(=O)OC)NC(=S)NC(=O)C5C#N)cc4)CC3)cc2)NC(=S)NC(=O)C1C#N (stereo not given) | 110.6 | 113.6 | 120.5 | 120.9 | 103.2 | 104.0 | 118.2 | 107.7
58 | O=C(CN1CCOCC1)Nc1ccc2ncnc(Nc3ccc(Oc4cccc(C(F)(F)F)c4)c(Cl)c3)c2c1 | 77.1 | 65.5 | 51.2 | 83.3 | 71.0 | 58.9 | 64.0 | 75.9
59 | Cc1c(C(=O)Nc2nc3ccc(F)cc3s2)nnn1-c1ccccc1F | 94.1 | 85.3 | 79.5 | 94.8 | 92.2 | 95.8 | 99.5 | 105.4
60 | O=C(/C=C(/C=C/c1cc(F)ccc1OC(=O)c1ccccc1Nc1cccc(C(F)(F)F)c1)OB(F)F)/C=C/c1cc(F)ccc1OC(=O)c1ccccc1Nc1cccc(C(F)(F)F)c1 | 106.9 | 97.5 | 99.5 | 102.6 | 94.1 | 100.1 | 102.9 | 114.2
61 | Cc1ccc(/C=N/Nc2nc3c([nH]2)c(=O)n(C)c(=O)n3C)cc1 | 111.2&114.0 | 105.5&110.8 | 95.5&99.0 | 119.2&108.5 | 107.3&94.7 | 103.5&100.9 | 107.7&98.6 | 96.4&94.9
62 | COc1cc(-c2nnc(SCC(=O)Nc3ccc(C(=O)/C=C/c4ccccc4)cc3)n2-c2ccccc2)cc(OC)c1OC | 105.1 | 93.9 | 86.2 | 105.0 | 84.8 | 84.2 | 95.2 | 95.8

One compound at a time, as listed above.
COC(=O)C1(CC(=O)c2ccc(N3CCN(c4ccc(C(=O)CC5(C(=O)OC)NC(=S)NC(=O)C5C#N)cc4)CC3)cc2)NC(=S)NC(=O)C1C#N (stereo not given) as listed: SK-MEL-28 = 110.6; MDA-MB-435 = 113.6; A549/ATCC = 120.5; UACC-257 = 120.9; UACC-62 = 103.2; SK-MEL-5 = 104.0; M14 = 118.2; SK-MEL-2 = 107.7
O=c1c2ccccc2nc(CN2CCCCC2)n1/N=C/c1ccccc1 as listed: SK-MEL-28 = 108.2; MDA-MB-435 = 102.7; A549/ATCC = 105.7; UACC-257 = 106.9; UACC-62 = 96.6; SK-MEL-5 = 99.4; M14 = 103.3; SK-MEL-2 = 104.9
CCCC(O)c1ccc(C)cc1 (stereo not given) as listed: SK-MEL-28 = 106.8; MDA-MB-435 = 110.5; A549/ATCC = 97.1; UACC-257 = 99.6; UACC-62 = 106.8; SK-MEL-5 = 101.6; M14 = 102.2; SK-MEL-2 = nt

Screening results as filed in PubChem.
